# N370S GC – inhibitors or activators of N370S glucocerebrosidase for Gaucher disease; P04062; N370S GC spleen homogenate, 4MU-glucoside fluorescence; Potency, µM (doses to about 59.4 µM), for inactives: at the top dose activity change, negative = inhibition, usual class: inhibitors; actives 0.092% (n = 330,000); AID 2101;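 also: 0% = full enzyme activity and -100% = no enzyme basal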
# GCN5L2 inh – GCN5L2 (KAT2A) acetyltransferase inhibition. AID 504327. Potency, µM (series often up to 58.9 µM), for the others: at the top dose activity change, negative = inhibition, hits mostly inhibitors. actives 0.21% (n = 390,000). GCN5L2 HAT assay, ThioGlo1 CoA-SH fluorescence
# Target sequence (Q92830 whole entry, looked up): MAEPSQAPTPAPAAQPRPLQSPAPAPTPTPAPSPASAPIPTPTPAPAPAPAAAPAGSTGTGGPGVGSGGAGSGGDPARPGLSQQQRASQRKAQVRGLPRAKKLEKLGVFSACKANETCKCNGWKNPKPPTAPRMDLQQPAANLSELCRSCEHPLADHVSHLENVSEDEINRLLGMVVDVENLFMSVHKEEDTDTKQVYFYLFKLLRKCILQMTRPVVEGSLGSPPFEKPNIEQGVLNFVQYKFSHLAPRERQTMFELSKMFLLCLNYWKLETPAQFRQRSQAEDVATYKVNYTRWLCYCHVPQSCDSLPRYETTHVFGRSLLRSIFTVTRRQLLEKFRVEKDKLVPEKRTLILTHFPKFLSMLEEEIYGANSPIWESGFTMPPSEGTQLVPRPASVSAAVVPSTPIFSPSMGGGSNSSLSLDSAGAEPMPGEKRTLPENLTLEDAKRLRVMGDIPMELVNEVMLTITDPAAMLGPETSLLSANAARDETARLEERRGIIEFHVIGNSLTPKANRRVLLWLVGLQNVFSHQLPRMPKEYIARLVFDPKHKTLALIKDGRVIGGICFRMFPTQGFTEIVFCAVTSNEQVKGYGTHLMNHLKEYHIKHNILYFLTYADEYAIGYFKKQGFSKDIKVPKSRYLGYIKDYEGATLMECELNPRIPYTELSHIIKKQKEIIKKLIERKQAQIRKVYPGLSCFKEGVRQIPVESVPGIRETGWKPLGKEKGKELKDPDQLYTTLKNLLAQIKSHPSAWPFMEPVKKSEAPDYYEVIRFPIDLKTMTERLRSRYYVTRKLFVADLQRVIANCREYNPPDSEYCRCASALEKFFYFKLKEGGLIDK
#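 ThioGlo1-coupled HAT assay: 20nM GCN5L2, 70uM acetyl-CoA, 75uM H3(1-25) peptide, pH 7.5. Fluorescence read at 340/540nm at start and after 20 min at room temperature.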
# FEN1 inh – inhibitors of human flap endonuclease 1 | Recombinant FEN1 flap cleavage, fluorescence, 15 min | actives 0.35% (n = 390,000) | Potency, µM (highest dose often 114 µM), without a hit: at the top dose activity change, negative = inhibition, hits mostly inhibitors; also: nearly all actives have a fitted effect of over 65% in size
#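 FEN1 at 10 nM preincubated with compounds 15 min at room temperature, then flap DNA substrate added at 50 nM final. Signal read at 0 and 15 min; concentration-response fitted with four-parameter Hill equation.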
# * marks the source's active call; other numbers are inactive results; ? = inconclusive; / = no result given; & = joins results of further samples. Calls follow the shape of the dose curve; as a rule, active = well fitted curve in the direction sought with a large enough effect; inconclusive = small, poorly fitted or top-dose-only effect, or another doubt; inactive = no such curve, though single readings can be large; an effect the other way counts as inactive or inconclusive. Unless noted, % is scaled to controls: 0 for no effect and ±100 for the full control effect; potency is read from the fitted curve at half-maximal effect.
SMILES	N370S GC	GCN5L2 inh	FEN1 inh
Cc1ccc2nc(-c3ccc(N4C(=O)CC(N5CCN(CCO)CC5)C4=O)cc3)sc2c1 (stereo not drawn)	18µM*	0%	7%
COc1ccccc1NC(=O)c1cccc(S(=O)(=O)N2CCCCCC2)c1	/	-8%	-26%
CC(NS(=O)(=O)c1cn(C)c(=O)n(C)c1=O)c1ccccc1 (stereo not drawn)	-1%	-1%	4%
COc1cccc(Oc2cc(Cl)nc(N)n2)c1	7%	-3%	-10%
Cc1ccc(S(=O)(=O)N2CCN(C(=O)CCCN3C(=O)NC4(CCCC4)C3=O)CC2)cc1C	/	-3%	14%
Cc1cccn2c(=O)c(C=NCCO)c(Nc3ccc(Cl)cc3)nc12	-5%	0%	/
Cc1cccc(C(=O)Oc2ccc3ccc(O)cc3c2)c1	0%	-6%	-3%
COC(=O)[C@H](Cc1ccccc1)NC(=O)Cn1cnc2c(OCc3ccccc3)ncnc21	/	0%	16%
O=C(Nc1ccc(Cc2ccncc2)cc1)c1ccc(S(=O)(=O)N2CCCC2)cc1	-2%	-7%	1%
C#CCOCCOCCOCCNc1nc(N2CCOCC2)nc(N2CCN(C(=O)[C@H](CCCCN)n3cc(CN)nn3)CC2)n1	/	0%	-12%
O=C(CSc1cccc[n+]1[O-])c1cc2ccccc2o1	-4%	-15%	0%
COC(=O)CCS(=O)(=O)c1nc(-c2ccccc2)cc(C(F)(F)F)n1	3%	6%	5%
COc1ccc(C2=NN(Cc3c(F)cccc3Cl)C(=O)CC2)cc1	30%	-10%	6%
COc1ccccc1-n1c(CNC(=O)c2ccco2)nnc1SCC(=O)Nc1ccc(F)cc1	-12%	-2%	-1%
Cc1c(NP(=O)(c2ccc(Br)cc2)c2ccc(Br)cc2)c(=O)n(-c2ccccc2)n1C	-3%	-13%	-3%

# Brought forward from above: 3 entries, followed by the next part.
SMILES	N370S GC	GCN5L2 inh	FEN1 inh
COc1ccc(C2=NN(Cc3c(F)cccc3Cl)C(=O)CC2)cc1	30%	-10%	6%
COc1ccccc1-n1c(CNC(=O)c2ccco2)nnc1SCC(=O)Nc1ccc(F)cc1	-12%	-2%	-1%
Cc1c(NP(=O)(c2ccc(Br)cc2)c2ccc(Br)cc2)c(=O)n(-c2ccccc2)n1C	-3%	-13%	-3%
O=[N+]([O-])c1cccc(N2Cc3ccccc3C2)c1	4%	-6%	10%
O=C(Nc1cccnc1)c1cc(-c2cccc(Br)c2)nc2ccccc12	1%	-17%	-22%
O=S(=O)(c1ccccc1Cl)N1CCCC1c1nc(-c2ccccc2Cl)no1 (stereo not drawn)	25%	-6%	-9%
Nc1cc(=O)[nH]c(SCC(=O)Nc2cc(Cl)ccc2Cl)n1	5%	-16%	-16%
O=C(Cn1nc(C(F)F)cc1C(F)F)N/N=C/c1ccc2c(c1)OCO2	-6%	1%	-4%
CC(=O)Nc1ccc2nc(NC(=O)c3cccnc3)sc2c1	17%	2%	-2%
Cc1ccc(NNC(=O)C(O)(c2cccc(C(F)(F)F)c2)c2cccc(C(F)(F)F)c2)cc1	-24%	-16%	?
COc1ccc(OC)c2c1CCC2=O	10%	-11%	9%
CC(=O)Nc1ccc(S(=O)(=O)N(C)CC(=O)OCC(=O)N2CCN(C(=O)c3ccco3)CC2)cc1	2%	?	1%
CCOc1cc(/C=N/Nc2nc(Nc3ccccc3)nc(N3CCCCC3)n2)ccc1OCC(=O)O	-5%	0%	1%
CCOC(=O)c1ccc(N(C(=O)c2ccco2)C(C(=O)NC2CCCCC2)c2ccncc2)cc1 (stereo not drawn)	-1%	2%	-1%
Cc1ccccc1C(=O)N1c2ccccc2OCC1C(C)(C)C (stereo not drawn)	-13%	-5%	-6%
COc1cccc(CNC(=O)CCC2CCCN(C(=O)c3ccc(F)c(Cl)c3)C2)c1 (stereo not drawn)	-21%	2%	-16%
CC(C)CC(=O)Nc1nc2c(c(=O)[nH]1)CCCC2	-15%	-2%	-2%
CCc1ccc(N/C(SCc2ccccc2C)=C(/C#N)C(=O)NCc2ccco2)cc1	-1%	0%	-13%
CC1(C)OC2C(CO)OC(n3cnc4c(=O)[nH]c(N)nc43)C2O1 (stereo not drawn)	10%	-15%	/
Cn1nc(C(F)(F)F)c(-c2cccc(C(F)(F)F)c2)c1NC(=O)c1nccnc1C(=O)O	13%	0%	3%
O=C(NCc1ccccn1)c1ccc(Cl)c(S(=O)(=O)NCc2ccccc2)c1	/	-5%	2%
Cc1nn(Cc2ccccc2)c(Cl)c1/C=C/C(=O)OC(C(=O)NC(N)=O)C(C)C (stereo not drawn)	-15%	-4%	-6%
COCCOC(=O)C1=C(C)OC(N)=C(C#N)C1c1ccc2c(c1)OCO2 (stereo not drawn)	-2%	?	3%
CC(=O)C1=C(O)C(=O)N(c2ccc(Br)cc2)C1c1cccc(F)c1 (stereo not drawn)	-1%	-5%	0%
CCN(CC(=O)Nc1ccc(OC)cc1)C(=O)c1cc(S(=O)(=O)N(C)C)ccc1N1CCCC1	-4%	-9%	-4%
CCC(=O)NCC(=O)OCC(=O)c1ccccc1	10%	3%	-4%
CN(C)CCNC(=O)/C=N/O	16%	-2%	1%
Cc1ccc2c(Cl)cc(Cl)c(OCC(=O)NCCc3ccccn3)c2n1	15%	-6%	0%
CC(=O)Nc1ccc(NC(=O)C(C)OC(=O)c2cccc(S(=O)(=O)N3CCCCC3)c2)cc1 (stereo not drawn)	-9%	2%	-2%
Cc1nn(-c2ccccc2)c2c1C(c1ccc(Cl)cc1)N(c1ccccc1)C(=O)N2 (stereo not drawn)	-9%	-6%	-26%
COCCNC(=O)CN1CCC(NC(=O)Nc2ccc(C(F)(F)F)cc2)CC1	0%	0%	-17%
CC1(c2ccccc2)NC(=O)N(CC(=O)Nc2cc3c(cc2Br)OCCO3)C1=O (stereo not drawn)	-16%	-16%	-1%
CCOC(=O)C1C(=O)OC2(CCOC(C)(C)C2)C1C(=O)OCC (stereo not drawn)	-6%	-6%	12%
COC(C[C@@H](O)[C@@H](C)[C@@H](O)COCc1ccccc1)OC	2%	-5%	2%
Cc1ccc2c(c1)C(c1ccccc1)CC(=O)O2 (stereo not drawn)	3%	-2%	-1%
OC(CNCCc1ccc(Cl)cc1)COc1cc(Cl)ccc1Cl (stereo not drawn)	?	-5%	-18%
COc1ccc(N2CCN(CCCNC(=O)Nc3ccccc3)CC2)cc1	6%	1%&-10%	-5%&6%
O=C(COC(=O)c1cc(=O)[nH]c2ccccc12)NC1CCCCCCC1	13%	0%	-3%
CCC(C)n1c(-c2cc(OC)c(OC)c(OC)c2)nc2nc3ccccc3nc21 (stereo not drawn)	6%	-14%	/
CCOc1cc(-c2sc(Nc3ccccc3)n[n+]2C)ccc1OC	-3%	4%	0%
Cc1c(C(=O)Nc2ccncc2)sc2nc(-c3ccc(F)cc3)cn12	-22%	-14%	-19%
O=C(Cc1ccc(F)cc1)N1CCN=C1SCc1cccc([N+](=O)[O-])c1	-10%	-16%	4%
CC1CCCCN1C(=O)COC(=O)C1CCN(S(=O)(=O)c2ccc(Cl)c(C(F)(F)F)c2)CC1 (stereo not drawn)	-1%	-11%	-14%
Cc1ccc(N2C(=O)C(Cl)=C(N3CCN(C)CC3)C2=O)c(C)c1	-8%	-1%	8%
COCc1cc(C)nc(SCc2ccccc2)c1C#N	19%	?	-10%
Cc1onc(-c2ccccc2)c1C(=O)N/N=C/c1cccs1	9%	-3%	-13%
CC(C)C(c1nnnn1C1CCCCC1)N1CCc2ccccc21 (stereo not drawn)	1%	-2%	1%
CCNc1nc(N)c(C(=O)c2ccc(Cl)s2)s1	11%	1%	-1%

# Sorted by value in N370S GC (falling): five of the compounds above.
mol,N370S GC,GCN5L2 inh,FEN1 inh
COc1ccc(N2CCN(CCCNC(=O)Nc3ccccc3)CC2)cc1,6%,1%&-10%,-5%&6%
COCCNC(=O)CN1CCC(NC(=O)Nc2ccc(C(F)(F)F)cc2)CC1,0%,0%,-17%
CCc1ccc(N/C(SCc2ccccc2C)=C(/C#N)C(=O)NCc2ccco2)cc1,-1%,0%,-13%
COc1cccc(CNC(=O)CCC2CCCN(C(=O)c3ccc(F)c(Cl)c3)C2)c1 (stereo not drawn),-21%,2%,-16%
Cc1c(C(=O)Nc2ccncc2)sc2nc(-c3ccc(F)cc3)cn12,-22%,-14%,-19%

# Additional structures:
SMILES	N370S GC	GCN5L2 inh	FEN1 inh
NS(=O)(=O)c1ccc(NC(=O)COc2ccc(C(=O)c3ccc(F)cc3)cc2)cc1	-17%	0%	1%
Cc1nc2ccc(NC(=O)Cc3cccs3)cc2s1	1%	1%	-4%
CC(NC(=O)c1cccc(Nc2nc3ccccc3n3nnnc23)c1)c1ccccc1 (stereo not drawn)	/	-11%	6%
COc1ccc2c(c1OC)C(=O)N1C2SC[C@H]1C(=O)NCCC(C)C (stereo partly drawn)	2%	13%	15%
CC(NC(=S)NNS(=O)(=O)c1cccc([N+](=O)[O-])c1)c1ccccc1 (stereo not drawn)	-11%	7%	3%
COC(=O)NNC(=O)c1ccc(C(C)(C)C)cc1	7%	-2%	35%
Cc1cc(NCc2ccccn2)ccc1Br	5%	2%	3%
CC(C)Cn1c(-c2csc(C(C)C)c2)n[nH]c1=S	11%	14%	1%
COc1ccc(-n2c(SCC(=O)NNC(=O)c3ccccc3C)nnc2-c2ccncc2)cc1	/	-7%	9%
CCN1C(=O)c2ccc(C(=O)NCc3ccco3)cc2C1=O	-2%	-13%	6%
Cc1noc(C)c1S(=O)(=O)N(C)C[C@H]1Oc2ccc(NC(=O)NC(C)C)cc2C(=O)N([C@H](C)CO)C[C@@H]1C	/	2%	14%
COCCN1C(=O)/C(=C/c2ccc(N3CCCC3)cc2C)SC1=S	-2%	-17%	3%
CC(=O)c1cccc(NC(=O)Cn2nc(-c3ccccc3Cl)ccc2=O)c1	13%	1%	-9%
CC(C)NC(=O)C(=O)Nc1cc2c3c(c1)C(C)C(=O)N3CCC2 (stereo not drawn)	-2%	-4%	21%
C#CCOCCOCCOCCNc1nc(N2CCN(C(=O)CCCCCCCCCCNC(=O)[C@H](CCCN=C(N)N)n3cc(C[C@@H](C)CC)nn3)CC2)nc(N2CCN(C(=O)CCCCCCCCCCNC(=O)[C@@H]([C@H](C)CC)n3cc(CCCCCN)nn3)CC2)n1	5.6µM*	-5%	/
CCOc1ccc(CNC(=O)c2cnc3sc(N(CC)CC)nn3c2=O)cc1OC	/	-4%	-3%
O=C(NCCc1ccccn1)c1nc(Cn2cc(Br)cn2)no1	4%	-3%	2%
CCc1ccccc1NC(=O)c1cc(S(=O)(=O)N(CC)c2ccccc2)ccc1F	/	-1%	-12%
O=C(COC(=O)c1ccc[n+]([O-])c1)Nc1c(Br)cc([N+](=O)[O-])cc1Br	0%	-1%	/
Cc1cc(C)c2[nH]c(=O)c(C(c3nnnn3CC3CCCO3)N3CCC(C)CC3)cc2c1 (stereo not drawn)	1%	-6%	-15%
O=C(Nc1ccc2oc(-c3ccccc3)nc2c1)c1ccncc1	6%	-2%	7%
CCOC(=O)C1CCCN(C(=O)c2ccc(S(=O)(=O)NCc3ccco3)cc2)C1 (stereo not drawn)	-2%	-4%	-3%
O=C(CSc1ccccc1)Nc1ccc(Cl)c(S(=O)(=O)N2CCOCC2)c1	/	-11%	?
O=C(O)C(Cc1ccccc1)NS(=O)(=O)c1ccc2c(c1)OCCO2 (stereo not drawn)	/	1%	0%
Cc1c(C(=O)O)nn(-c2ccccc2)c(=O)c1C#N	5%	-9%	1%
CC(=O)Nc1cccc(NC(=O)C(=O)NCC(c2ccco2)N2CCc3ccccc32)c1 (stereo not drawn)	-9%	-5%	-14%
Cc1cc(C)n(-c2c(F)c(F)c(CN3CCCCC3)c(F)c2F)n1	-8%	1%	0%
